PI4K2A inh = inhibitors of human PI4K2A; Q9BTU6; purified PI4K2A, ADP-Glo luminescence, 1 h; hits give low values; activity change, negative = inhibition, % at 76.9 µM; 420,000 tested, 0.13% active; AID 1346378; in the data active = activity change below about -50%; inconclusive = mostly about -30% to -49%;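 also: -100% = wells without enzyme as full effect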
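In this quantitative HTS, ADP production by PI4K2A was quantified luminescently after 1 h at ambient temperature; 100 microM adenosine served as plate-quality control.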
ERG-DNA inh = ERG Ets/DNA interaction inhibition; P11308; fluorescence polarization, His-ERG Ets domain / labelled DNA; Potency, µM (series often up to 76.9 µM), for the others: at the highest dose FP activity, negative = inhibition, actives largely listed as inhibitors; 370,000 tested, 0.028% active; active = well fitted inhibition curve with a large enough effect in the polarisation, with a control signal flat; inconclusive = small, poorly fitted or top-dose-only effect, or effect the other way, or a change in a side signal; inactive = no such curve, though single readings can be large or run the other way; the % refers to the polarisation;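 also: polarization taken with two DNA probes labelled with fluorescein and Texas red; potency is read from the fitted curve at half-maximal effect; % of control where 0% means no effect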
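His-tagged ERG Ets domain (1 uM in the protein solution; 300mM KCl, 50mM Tris-HCl, 1mM EDTA, 1mM DTT, pH 7.5) received compound, then a probe mix of 5 nM fluorescein-DNA and 100nM Texas-615-DNA. Fluorescence polarization was read for both dyes.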
GLS inh = blocks human kidney-isoform glutaminase activity | O94925 | GLS enzymatic activity, qHTS titration | Potency, µM (series often up to 45.5 µM), for the others: at the highest dose activity change, negative = inhibition, most hits filed as inhibitors | 410,000 tested, 0.21% active | AID 624170; also: potency is read from the fitted curve at half-maximal effect; % is scaled to controls: 0 for no effect and ±100 for the full control effect
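Compounds were pin-transferred onto hKGA, after which L-glutamine (1 mM solution) and a detection mix of glutamate oxidase, HRP and Amplex Red were added. Initial and 30 min RT fluorescence reads were collected.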
RGS4 inh = inhibitors of human regulator of G protein signaling 4 | P49798 | Transcreener GDP fluorescence polarization, RGS4-accelerated GTP hydrolysis | Potency, µM (highest dose often 114 µM), for inactives: at the top dose activity change, negative = inhibition, usual class: inhibitors | 390,000 tested, 0.039% active; also: potency is read from the fitted curve at half-maximal effect; % is scaled to controls: 0 for no effect and ±100 for the full control effect; nearly all actives have a fitted effect of over 75% in size; some results filed as inactive show a strong effect at the top dose
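MLSMR compounds (23 nl, pin-transferred) preincubated 10 min at room temperature with a 500nM (2x) first reagent, then RGS4 at 900nM (2x) plus Transcreener GDP mix added; fluorescence polarization (620/688 nm) read before and after 90 min at 30 °C.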
HP1b chromo inh = HP1-beta chromodomain-methylated histone interaction inhibition. AlphaScreen HP1-beta / biotin-H3K9me3 peptide binding. 390,000 tested, 0.56% active. Potency, µM (highest dose often 114 µM), without a hit: top-dose activity change, negative = inhibition, most hits filed as inhibitors; also: potency is read from the fitted curve at half-maximal effect; nearly all actives have a fitted effect of over 70% in size; inactives centre near 23
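Compound inhibition of the preformed complex between 50 nM HP1-beta and 50 nM biotinylated H3K9me3 peptide was read by AlphaScreen. Buffer was PBS pH 7.4 with 0.01% Tween-20. Incubations ran 30 min at room temperature, with 10 ug/mL donor/acceptor beads.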
12-LOX inh = ALOX12 (human) lipoxygenase inhibition | purified 12hLO, xylenol orange hydroperoxide absorbance | Potency, µM (top dose mostly 108 µM), inactives show top-dose activity change, negative = inhibition, most hits filed as inhibitors | 580,000 tested, 1.1% active | AID 1671190; also: potency is read from the fitted curve at half-maximal effect; % is scaled to controls: 0 for no effect and ±100 for the full control effect
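Hydroperoxide product was detected by ferrous iron/xylenol orange as the 573 to 405 nm absorbance ratio. Arachidonic acid at 40 uM (final) was turned over for 30 min at room temperature by 150 nM human 12hLO, pH 7.0 Hepes buffer, after 15 min compound preincubation.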
BAZ2B block = inhibitors of human BAZ2B bromodomain | Q9UIF8 | Potency, µM (titrated, usually from 114 µM), inactives show top-dose activity change, negative = inhibition, most hits filed as inhibitors | 360,000 tested, 4.4% active | AlphaScreen BAZ2B-H3K14Ac peptide displacement | AID 504333; also: potency is read from the fitted curve at half-maximal effect; % is scaled to controls: 0 for no effect and ±100 for the full control effect; nearly all actives have a fitted effect of over 60% in size
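Compounds, titrated to a top concentration of 110 uM, were incubated 30 min at room temperature with preformed BAZ2B/acetyl-K14 H3 peptide complex (50 nM each). Proximity signal was measured by AlphaScreen after 20 min with beads.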
JMJD2A Tudor inh = JMJD2A Tudor domain (human) inhibition | O75164 | AlphaScreen JMJD2A-Tudor / H3K4me3 peptide binding | Potency, µM (titrated, usually from 114 µM), inactives show at the highest dose activity change, negative = inhibition, usual class: inhibitors | 390,000 tested, 4.4% active; also: potency is read from the fitted curve at half-maximal effect; % is scaled to controls: 0 for no effect and ±100 for the full control effect; nearly all actives have a fitted effect of over 50% in size
Target sequence (O75164 whole entry, looked up, the tested form may be a part): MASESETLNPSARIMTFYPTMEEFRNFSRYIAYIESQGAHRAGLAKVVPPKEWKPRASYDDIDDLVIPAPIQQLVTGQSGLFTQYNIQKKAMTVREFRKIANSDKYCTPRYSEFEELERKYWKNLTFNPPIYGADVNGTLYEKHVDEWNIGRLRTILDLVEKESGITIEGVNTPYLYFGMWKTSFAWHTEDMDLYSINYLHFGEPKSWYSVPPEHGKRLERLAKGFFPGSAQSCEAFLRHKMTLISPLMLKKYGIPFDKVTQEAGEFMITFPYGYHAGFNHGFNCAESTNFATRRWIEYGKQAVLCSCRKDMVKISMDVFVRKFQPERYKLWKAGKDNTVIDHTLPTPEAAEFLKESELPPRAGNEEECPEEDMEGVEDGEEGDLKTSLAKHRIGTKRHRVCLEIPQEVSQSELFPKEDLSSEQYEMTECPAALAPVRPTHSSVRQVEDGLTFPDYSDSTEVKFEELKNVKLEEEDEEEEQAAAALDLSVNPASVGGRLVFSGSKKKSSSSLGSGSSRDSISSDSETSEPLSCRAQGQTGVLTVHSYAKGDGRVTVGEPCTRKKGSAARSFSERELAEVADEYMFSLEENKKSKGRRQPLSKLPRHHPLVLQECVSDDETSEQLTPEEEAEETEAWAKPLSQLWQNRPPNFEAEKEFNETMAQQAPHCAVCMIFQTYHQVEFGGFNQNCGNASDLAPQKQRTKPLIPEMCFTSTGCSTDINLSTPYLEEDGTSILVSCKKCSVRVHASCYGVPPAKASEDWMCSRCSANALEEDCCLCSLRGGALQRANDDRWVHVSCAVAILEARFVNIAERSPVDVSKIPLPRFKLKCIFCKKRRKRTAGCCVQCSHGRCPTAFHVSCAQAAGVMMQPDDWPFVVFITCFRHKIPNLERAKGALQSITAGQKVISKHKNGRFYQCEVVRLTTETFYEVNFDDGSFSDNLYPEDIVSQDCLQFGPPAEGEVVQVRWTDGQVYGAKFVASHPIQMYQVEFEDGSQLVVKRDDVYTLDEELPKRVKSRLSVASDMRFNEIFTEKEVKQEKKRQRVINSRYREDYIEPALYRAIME
G9a block = G9a (human) methyltransferase inhibition. G9a H3K9 monomethylation, AlphaScreen, 2 h. AID 504332. 350,000 tested, 8.8% active. Q96KQ7. Potency, µM (series often up to 102 µM), without a hit: at the highest dose activity, negative = inhibition, usual class: inhibitors; also: potency is read from the fitted curve at half-maximal effect; % is scaled to controls: 0 for no effect and ±100 for the full control effect; nearly all actives have a fitted effect of over 75% in size
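Enzyme 20 nM + cpd, 15 min RT; add b-H3K9 pep 500 nM / SAM 20 uM; 2 h RT; anti-H3K9me1 Ab 0.5 ug/mL + SA donor / anti-rabbit acceptor beads 20 ug/mL each, 10 min; AlphaScreen read.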
An asterisk follows results filed as active; i = inactive; u = inconclusive; x = not tested or not shown; & = joins results of further samples; [ ] = remark or other dose. Unless noted, calls follow the shape of the dose curve; as a rule, active = well fitted curve in the direction sought with a large enough effect; inconclusive = small, poorly fitted or top-dose-only effect, or another doubt; inactive = no such curve, though single readings can be large; an effect the other way counts as inactive or inconclusive. This is a subset. The share of hits here may be higher or lower than overall.

SMILES | PI4K2A inh | ERG-DNA inh | GLS inh | RGS4 inh | HP1b chromo inh | 12-LOX inh | BAZ2B block | JMJD2A Tudor inh | G9a block
CC(C)(C)CC(=O)N1CCN(Cc2ccc3c(c2)OCO3)CC1 | 1 | -1% | -2% | -9% | 39%[activator] | 4% | -6% | 6% | 13%
COc1ccccc1NC(=O)CSc1nc(O)cc(=O)n1-c1ccccc1OC | -3 | -3% | -1% | 4% | 16% | u | 12% | -19% | -3%[0.0925 µM]
O=C(Nc1ccncc1)c1ccc2c(c1)C(=O)N(CC1CCCO1)C2=O (stereo not drawn) | 7 | x | -6% | -17% | 22% | 1% | -1% | -10% | 11%[59 µM]
Cc1ccc(CNC(=O)Cc2cn(C)c3ccccc23)cc1 | 6 | 0% | 0% | 3% | -14% | 0% | -16% | -13% | 14%
O=c1sc2ccccc2c(=O)n1Cc1ccccc1F | 7 | 2% | 13µM* | 16% | 143%[activator] | 0% | 65%[activator] | 52%[activator] | 46%[activator]
CCOC(=O)c1sc(NC(=O)CN(CC)CC)c(C(=O)OCC)c1C | -4 | -13% | -4% | -16% | 31% | i | 5% | -15% | u
Cc1ccc2c(=O)cc(C(=O)Nc3c(C)n(C)n(-c4ccccc4)c3=O)oc2c1 | -2 | 8% | 0% | -26% | 27% | u | -6% | -3% | u
CCCC(=O)NCCc1cc2ccc(C)c(C)c2[nH]c1=O | -6 | -8% | 0% | 17% | 28% | 11% | 2% | -11% | -23%
O=C(OC(C(=O)NCc1ccc2c(c1)OCO2)c1ccccc1F)c1ccco1 (stereo not drawn) | 4 | -2% | 10% | 35% | 15% | -29% | -1% | u | -19%[59 µM]
O=C(O)CCN(Cc1ccccc1)S(=O)(=O)c1ccc(Cl)cc1F | -3 | -3% | 11% | -5% | 34% | 2% | -3% | -8% | 2%
COc1ccccc1CNC(=O)C(C)n1ccc2cc(S(=O)(=O)N3CCCC3)ccc21 (stereo not drawn) | 0 | 6% | 1% | 3% | 14% | -3% | -20% | -18% | -3%[59 µM]
Cn1c(C(C#N)/C(=N\S(=O)(=O)c2cccs2)c2ccccc2)nc2ccccc21 (stereo not drawn) | -1 | x | 14% | 7% | 23% | u | -22% | -13% | -24%[59 µM]
CCC(NC(=O)CN1CCN(C(=O)c2cccs2)CC1)c1ccc(C)cc1 (stereo not drawn) | 0 | 3% | 0% | -7% | 37% | -29% | 12% | 4% | 0%[12.7 µM]
COc1ccccc1CNC(=O)c1cc2ccccc2oc1=O | 2 | -13% | -3% | 9% | 40%[activator] | 2% | -11% | -1% | 52%[activator]
O=C(CCC1CCCC1)Nc1nnc(-c2ccc3c(c2)OCO3)s1 | 1 | 11% | 2% | -13% | 23% | 24% | -2% | -6% | -11%[59 µM]
O=C(c1cc[n+]([O-])cc1)N1CCc2c([nH]c3ccccc23)C1c1ccccc1Cl (stereo not drawn) | 0 | -1% | 10% | 2% | 22% | -18% | u | -15% | x
Cc1noc(C)c1C(=O)Nc1nc2ccc(F)cc2s1 | -15 | 0% | -3% | 4% | 40%[activator] | -25% | 3% | -8% | 1%[12.7 µM]
Cc1ccc(-c2nc(C)sc2CC(=O)OCC(=O)Nc2ccc(F)c(Cl)c2)cc1 | -3 | -7% | -2% | -4% | 25% | -5% | x | -13% | x
O=C1N[C@@H](Cc2cn(S(=O)(=O)c3ccc([N+](=O)[O-])cc3)c3ccccc23)C(=O)N[C@H]1Cc1ccccc1 | -4 | 4% | 3% | 2% | 40%[activator] | 3% | x | -24% | x
O=C(Nc1nc2c(s1)CCCC2)c1ccc(Br)o1 | -17 | -2% | 24% | -14% | 8% | 3% | x | -17% | 9%[59 µM]

Rewritten with the structure last: part of the list above
PI4K2A inh	ERG-DNA inh	GLS inh	RGS4 inh	HP1b chromo inh	12-LOX inh	BAZ2B block	JMJD2A Tudor inh	G9a block	Compound
-17	-2%	24%	-14%	8%	3%	x	-17%	9%[59 µM]	O=C(Nc1nc2c(s1)CCCC2)c1ccc(Br)o1
0	3%	0%	-7%	37%	-29%	12%	4%	0%[12.7 µM]	CCC(NC(=O)CN1CCN(C(=O)c2cccs2)CC1)c1ccc(C)cc1 (stereo not drawn)
0	-1%	10%	2%	22%	-18%	u	-15%	x	O=C(c1cc[n+]([O-])cc1)N1CCc2c([nH]c3ccccc23)C1c1ccccc1Cl (stereo not drawn)

Continued:
SMILES | PI4K2A inh | ERG-DNA inh | GLS inh | RGS4 inh | HP1b chromo inh | 12-LOX inh | BAZ2B block | JMJD2A Tudor inh | G9a block
N#CCC(=O)Nc1ccc(C(=O)OCC(=O)N(C2CCCCC2)C2CCCCC2)cc1 | 8 | -2% | -13% | -12% | 1% | 0% | -15% | -23% | 1%
O=C(Nc1cccnc1)c1ccc(NC(=O)c2ccco2)cc1 | 0 | 9% | -2% | -5% | 55%[activator] | 0% | 0% | 14% | u
CCC(C)NC(=O)[C@@H]1CCCN1C(=O)C1CCN(S(=O)(=O)c2ccc(C)cc2)CC1 (stereo partly drawn) | -2 | 3% | 6% | -37%[56.9 µM] | 52%[activator] | -27% | 23% | -1% | x
c1cncc(Oc2cccc(Oc3cccnc3)c2)c1 | 3 | -6% | 0% | 7% | 42% | -6% | -1% | 6% | 20%[59 µM]
CN(Cc1ccccc1)C(=O)c1nn2cccnc2c1Cl | 1 | 2% | 1% | 5% | 29% | 0% | -15% | 17% | -16%
Cc1ccc(CNc2nc3ccc(C)cc3n3cnnc23)cc1 | -1 | -5% | -6% | 11% | 10% | 0% | -3% | -36% | 50µM*
Cc1ccccc1Cn1c(Oc2ccccc2F)nc2c1c(=O)n(C)c(=O)n2C | -3 | 0% | 1% | 17% | 34% | -7%&-12% | -7% | -13% | -3%[59 µM]
Fc1ccc2c(c1)C(c1ccncc1)=NNC(c1ccc(Cl)cc1)=N2 | 5 | 0% | -4% | -14% | 29% | -2% | 0% | -9% | 13%
COc1ccc(NC(=O)CCn2c(=S)[nH]c3ccccc3c2=O)cc1 | -3 | 0% | 4% | 26% | 33% | 15% | -17% | -10% | 14%
COc1ccc(OC)c(N/C=C/C(=O)c2ccc(OC)c(OC)c2)c1 | 1 | 5% | 0% | -4% | 40%[activator] | 15% | 1% | -5% | 2%
Cc1ccc(NC(=O)COC(=O)c2cc(Cl)cc(Cl)c2)c(Br)c1 | 0 | 2% | 3% | 36% | 20% | -12% | 6% | -9% | 7%[59 µM]
CCn1c(SCC(=O)NCc2ccc3c(c2)OCO3)nnc1-c1ccco1 | -2 | 0% | 6% | 11% | 15% | -3% | -11% | -6% | -11%
CCOCc1nnc(NC(=O)C2CCN(C(=O)C3CC(=O)N(c4ccc(C)cc4)C3)CC2)s1 (stereo not drawn) | 7 | 5% | -11% | -8% | 5% | -16% | -9% | -1% | u
NC(=O)CSc1nc(-c2ccccc2Cl)ns1 | 2 | -1% | -2% | 0% | 15% | -4% | -4% | -11% | 1%[12.7 µM]
CCOC(=O)c1c(C)[nH]c(C)c1S(=O)(=O)N1CCCC(C(=O)N2CCN(c3cc(C)ccc3C)CC2)C1 (stereo not drawn) | 2 | 1% | -7% | 21% | -21% | u | 45µM* | u | -33%[59 µM]
Cc1cc(C(=O)CSc2n[nH]c(N)n2)c(C)n1-c1ccc(F)cc1 | -7 | -6% | 15% | -19% | -11% | 0% | u | u | u
O=C(Nc1ccc(Cl)c(C(F)(F)F)c1)[C@@H]1CC=C[C@@H]2CCN(C3CCCCC3)C(=O)[C@@H]21 | 1 | 0% | 2% | 1% | 25% | 13% | x | -15% | x
Cn1c(=O)oc2cc(S(=O)(=O)NCCC(=O)N3CC=C(c4ccccc4)CC3)ccc21 | -7 | -1% | 6% | 9% | 25% | -21% | u | -17% | u
CC1CCc2c(sc(NC(=O)COc3ccccc3)c2C(=O)Nc2ccccc2Cl)C1 (stereo not drawn) | -4 | 5% | -8% | -4% | 76%[activator] | 2% | 9% | -2% | 23%[59 µM]
CN(CC(=O)Nc1ccc(F)cc1)C(=O)c1ccncc1 | -2 | 4% | -4% | -14% | 36% | 2% | -26% | -9% | 96%[activator]
CCOC(=O)C(CCCOc1cccc(OC)c1)C(=O)OCC | -6 | 10% | -4% | 38% | 118%[activator] | 4% | 198%[activator] | 93%[activator] | 167%[activator]
Cc1onc(-c2c(F)cccc2Cl)c1C(=O)NCCCN1CCOCC1 | 4 | -4% | 1% | -33% | 30% | 20% | -6% | -7% | u
O=C(CN1CCOCC1)N1CCN(c2ccc([N+](=O)[O-])cc2)CC1 | 6 | -4% | 9% | -6% | 39% | 18% | -19% | 6% | -2%
O=C(Cn1cnc2c(cnn2-c2ccccc2)c1=O)N1CCOCC1 | 1 | 2% | -6% | 16% | 44%[activator] | -5%[57.4 µM] | -3% | -2% | 4%
Cc1cnc(C(=O)NCc2ccc(Cl)cc2Cl)cn1 | 3 | -1% | -9% | -6% | 40%[activator] | -10% | -33% | 4% | 0%
CCNC(=O)c1cc2ccccc2o1 | -5 | 10% | 8% | 14% | 22% | 11% | 0% | -8% | -10%
O=C(CCCn1c(=O)[nH]c2ccsc2c1=O)Nc1ccc(F)cc1 | 2 | -2% | 1% | -2% | 20% | -2% | -20% | -4% | 7%
COc1ccccc1-n1cc2ccc([N+](=O)[O-])cc2n1 | 1 | 3% | 1% | 24% | 24% | 5% | x | -6% | x
O=C(NC(=O)c1ccccc1)Nc1ccc(-n2nc(C(F)(F)F)cc2C(F)(F)F)cc1 | 0 | 5% | -1% | -2% | 47%[activator] | 5% | -1% | 0% | 3%[59 µM]
